# Screens from PubChem.
# A-T KAP1 phos – potential ataxia-telangiectasia treatment; Potency, µM (titrated, usually from 57.5 µM), without a hit: at the top dose activation, usual class: activators; 320,000 tested, 0.19% active; AID 485349; […] A-T fibroblasts, KAP-1 phosphorylation AlphaLISA; neocarzinostatin DNA damage 30 min before lysis; note: potency is the fitted concentration of half-maximal effect; % of control where 0% means no effect; nearly all actives have a fitted effect of over 45% in size
#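 ATM-like activity read as KAP-1 phosphorylation via AlphaLISA donor/acceptor antibody pairs after lysis and 6 hr at 25C. Cells were ATM-null patient fibroblasts ([…], hTERT), dosed 60 min, then exposed to the DSB inducer NCS for 30 min.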
# Tb PFK block – blocks T. brucei phosphofructokinase; O15648; T. brucei PFK, ADP-Glo luminescence; Potency, µM (titrated, usually from 57.5 µM), for inactives: at the top dose activity, negative = inhibition, most hits filed as inhibitors; 330,000 tested, 0.17% active; AID 485367;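 note: potency is the fitted concentration of half-maximal effect; 0% = uninhibited 1x PFK enzyme wells and -100% = no-enzyme wells; nearly all actives have a fitted effect of over 60% in size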
#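 Luminescent ADP detection (ADP-Glo, two-step: ATP depletion then ADP-to-ATP conversion for luciferase) reported PFK activity after 45 min room-temperature reaction of 1.25 nM enzyme with 0.5 mM F6P and 0.1 mM ATP at pH 8.0.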
# BCR signal inh – blocks chronic active B-cell receptor signaling; ABC-DLBCL IkBa-CBG/CBR reporter, luminescence ratio, 4 h; Potency, µM (titrated, usually from 46.1 µM), for inactives: at the top dose ratio change, negative = lower green/red ratio, hits mostly inhibitors; 340,000 tested, 0.05% active; AID 493014; active = well fitted inhibition curve with a large enough effect in the signal ratio, with a control signal flat, not every such curve was filed as active; inconclusive = small, poorly fitted or top-dose-only effect, or effect the other way, or a change in a side signal; the % refers to the signal ratio;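 note: potency is the fitted concentration of half-maximal effect; plate controls were basal doxycycline-induced cells for no effect and cells given 10 µM MG132 for full effect; MG132 reads +100%, hits lower the ratio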
#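 Doxycycline induced both beetle luciferases in TMD8 lymphoma cells; IKK-driven degradation limits the IkappaBalpha-fused green signal, while red luminescence normalises for cell number and nonspecific effects. Compounds tested up to 46 uM, 4 hrs.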
# TCR activator – T cell receptor activation | AID 504894 | 330,000 tested, under 10 active | Potency, µM (titrated, usually from 9.22 µM), for inactives: at the top dose activation of IL-2 secretion, usual class: activators | primary human leukocytes, anti-CD3, IL-2 HTRF, 48 h; note: % of control where 0% means no effect
#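 Primary human leukocytes were stimulated with a-CD3 beads plus compounds for 48 hr without co-stimulation; secreted IL-2 was quantified by HTRF using a-IL-2-K (europium cryptate) and a-IL-2-d2, excited at 320nm with acceptor emission read at 665nm.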
# Giardia kill – Giardia lamblia killing; Giardia lamblia trophozoite viability; AID 540267; activity change, % at 7.66 µM, hits read low; 340,000 tested, 0.15% active; in the data active = activity change below about -80%; inconclusive = between about -30% and that limit;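 note: parasites exposed to compound for two days anaerobically before the ATP read; % is set by controls: 0 for no effect and ±100 for the full control effect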
#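 Giardia lamblia trophozoites (100 cells/well) were incubated with compounds for 48 h at 37 deg C under anaerobic conditions. Viability was read as ATP content by one-step luminescence after 15-30 min at room temperature.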
# hERG WT inh – inhibitors of human wildtype KCNH2 potassium channel; Q12809; U2OS, BacMam KCNH2, thallium flux FluxOr; stronger effect = lower value; activity change, % at 1.84 µM; 340,000 tested, 0.37% active; AID 720551;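 active = maximum activity change below -70%; inconclusive = maximum activity change between -70% and -50%; inactive = maximum activity change above -50%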; note: % is set by controls: 0 for no effect and ±100 for the full control effect
# Target sequence (Q12809 whole entry, looked up): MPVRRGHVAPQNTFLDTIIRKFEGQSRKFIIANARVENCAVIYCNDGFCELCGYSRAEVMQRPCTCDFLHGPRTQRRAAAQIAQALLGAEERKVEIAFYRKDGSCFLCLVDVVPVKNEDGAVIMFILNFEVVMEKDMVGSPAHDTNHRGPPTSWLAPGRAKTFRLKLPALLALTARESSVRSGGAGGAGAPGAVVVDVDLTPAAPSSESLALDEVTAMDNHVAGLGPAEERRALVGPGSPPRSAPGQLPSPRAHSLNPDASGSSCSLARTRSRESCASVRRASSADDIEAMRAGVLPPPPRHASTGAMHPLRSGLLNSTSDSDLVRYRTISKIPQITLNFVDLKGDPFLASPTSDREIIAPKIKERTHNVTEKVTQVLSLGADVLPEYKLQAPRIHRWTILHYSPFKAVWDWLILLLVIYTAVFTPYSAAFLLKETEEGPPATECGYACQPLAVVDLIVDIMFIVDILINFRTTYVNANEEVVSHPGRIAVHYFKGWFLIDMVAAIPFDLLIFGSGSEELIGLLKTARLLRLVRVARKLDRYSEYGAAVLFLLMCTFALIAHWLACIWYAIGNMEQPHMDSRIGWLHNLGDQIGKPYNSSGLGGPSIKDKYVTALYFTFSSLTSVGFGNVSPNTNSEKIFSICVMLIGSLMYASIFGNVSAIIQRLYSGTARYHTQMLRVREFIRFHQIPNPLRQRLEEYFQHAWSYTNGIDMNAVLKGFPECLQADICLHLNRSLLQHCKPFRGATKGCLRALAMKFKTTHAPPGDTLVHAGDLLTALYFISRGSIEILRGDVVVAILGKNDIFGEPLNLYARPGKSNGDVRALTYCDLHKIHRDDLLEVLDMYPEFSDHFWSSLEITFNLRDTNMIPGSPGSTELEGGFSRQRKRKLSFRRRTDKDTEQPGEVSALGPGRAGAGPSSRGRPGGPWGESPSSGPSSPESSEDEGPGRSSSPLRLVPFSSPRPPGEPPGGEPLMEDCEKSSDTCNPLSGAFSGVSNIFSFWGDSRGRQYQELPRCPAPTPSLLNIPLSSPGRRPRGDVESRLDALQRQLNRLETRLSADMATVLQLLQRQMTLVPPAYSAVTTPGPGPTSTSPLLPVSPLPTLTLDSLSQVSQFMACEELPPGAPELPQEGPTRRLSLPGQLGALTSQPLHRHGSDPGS
#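 U2OS cells were transduced with wild-type KCNH2 virus (2.03 x 10^8 / mL) for 4 h at room temperature, then cultured overnight at 37 C. Thallium flux was read with FluxOr dye. Rate constants were normalized to DMSO controls.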
# TSHR antag – blocks TSH signaling through the human TSH receptor | 330,000 tested, 0.2% active | activity change, negative = inhibition, % at 11.5 µM | P16473 | AID 504810 | TSHR-expressing cells, TSH-stimulated cAMP HTRF, 2 h; stronger effect = lower value;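 active = activity change below a set negative limit, meaning inhibition stronger than a set level, cut at about -70% in these data; inconclusive = activity change between two set negative limits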; note: % is set by controls: 0 for no effect and ±100 for the full control effect
#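 Freshly harvested TSHR cells receive pin-tooled compound, then EC80 TSH at 4nM final. After 2 hours at 37 deg C, antibody in lysis buffer and cAMP-d2 are added; 30 minutes at ambient temperature precede the HTRF read.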
# FBPA coupling cs – coupling enzyme interference in Giardia aldolase counter-screen; coupling enzyme system counterscreen, AmpLite Red fluorescence; activity change, negative = inhibition, % at 58.2 µM, hits read low; 290,000 tested, 0.67% active; in the data active = activity change below about -30%; note: % is set by controls: 0 for no effect and ±100 for the full control effect
#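 Final compound at 57.5 uM, incubated 10 min at RT with coupling enzyme reagent (glyceraldehyde-3-phosphate), then 20 min with substrate and AmpLite Red detection. Fluorescence read at 525/598 nm; tests interference with the coupling assay, not aldolase inhibition.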
# CXXC DNA block – blocks binding of human MLL CXXC domain to DNA | MLL-CXXC / FITC-HOXA9 DNA fluorescence polarization | 290,000 tested, 0.037% active | Q03164 | Potency, µM (series often up to 115 µM), for the others: at the top dose activity change, negative = inhibition, hits mostly inhibitors; active = well fitted inhibition curve with a large enough effect in the polarisation, with a control signal flat, not every such curve was filed as active; inconclusive = small, poorly fitted or top-dose-only effect, or effect the other way, or a change in a side signal; inactive = no such curve, though single readings can be large or run the other way; the % refers to the polarisation; note: potency is the fitted concentration of half-maximal effect
#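 Fluorescence polarization: 7 uM MLL-CXXC (stock) preincubated 5 min with compounds, then 50 nM fluorescein-HOX-A9 DNA (stock) added; 30 min ambient. Buffer 50 mM Tris-HCl pH 7.5, 50 mM NaCl, 1 mM DTT, 0.05% BSA.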
# GALK inh – inhibitors of human galactokinase; Purified GALK, Kinase-Glo residual ATP luminescence; Potency, µM (series often up to 57.5 µM), for inactives: at the highest dose activity change, negative = inhibition, hits mostly inhibitors; P51570; 270,000 tested, 0.007% active; AID 1868; note: potency is the fitted concentration of half-maximal effect; % is set by controls: 0 for no effect and ±100 for the full control effect
#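 Kinase-Glo Plus luminescence measured ATP left after a 1 h room-temperature reaction. The reaction used 5 nM GALK, 100 uM galactose and 35 uM ATP at pH 8.0 (20 mM HEPES, 5 mM MgCl2, 60 mM NaCl, 1 mM DTT, 0.01% BSA).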
# * hit, by the source's call; i = inactive; ? = inconclusive; · = not tested or not shown; [ ] = remark or other dose. Unless noted, calls come from the whole dose curve; as a rule, active = well fitted curve in the direction sought with a large enough effect; inconclusive = small, poorly fitted or top-dose-only effect, or another doubt; inactive = no such curve, though single readings can be large; an effect the other way counts as inactive or inconclusive. Compounds were not picked by outcome; 1.6% or so of the library scored in one or more.
# The first 6 records, ahead of the listing:
SMILES,A-T KAP1 phos,Tb PFK block,BCR signal inh,TCR activator,Giardia kill,hERG WT inh,TSHR antag,FBPA coupling cs,CXXC DNA block,GALK inh
Cn1c(NCc2cc(Br)ccc2O)nc2ccccc21,16%,4%,-1%,-3%,10,-2,28,-4,-17%,-2%
CSCCC(NC(=O)c1ccco1)C(=O)Nc1ccc(C)c(S(=O)(=O)N2CCOCC2)c1 (stereo not drawn),0%,-11%,-9%,-1%,9,-5,1,·,·,·
CS(=O)(=O)c1ccc(Cl)c(NC(=O)COC(=O)c2ccc(-n3cnnn3)cc2)c1,14%,-3%,-7%,-1%,-7,-4,-7,·,·,·
Cn1c(=O)cc(SCC(=O)Nc2ccccn2)c2ccccc21,3%,-1%,-1%,5%,6,-1,4,2,-3%,1%
Cc1c(Cc2c(C)n(C)n(-c3ccccc3)c2=O)c(=O)n(-c2ccccc2)n1C,-1%,0%,1%,0%,-10,0,4,0,2%,·
COc1cc(C2CC(=O)c3cnc(N4CCN(Cc5ccccc5)CC4)nc3C2)cc(OC)c1OC (stereo not drawn),-5%,0%,5%,-2%,-14,6,-13,3,3%,0%

# The list itself, previewed entries included:
SMILES,A-T KAP1 phos,Tb PFK block,BCR signal inh,TCR activator,Giardia kill,hERG WT inh,TSHR antag,FBPA coupling cs,CXXC DNA block,GALK inh
Cn1c(NCc2cc(Br)ccc2O)nc2ccccc21,16%,4%,-1%,-3%,10,-2,28,-4,-17%,-2%
CSCCC(NC(=O)c1ccco1)C(=O)Nc1ccc(C)c(S(=O)(=O)N2CCOCC2)c1 (stereo not drawn),0%,-11%,-9%,-1%,9,-5,1,·,·,·
CS(=O)(=O)c1ccc(Cl)c(NC(=O)COC(=O)c2ccc(-n3cnnn3)cc2)c1,14%,-3%,-7%,-1%,-7,-4,-7,·,·,·
Cn1c(=O)cc(SCC(=O)Nc2ccccn2)c2ccccc21,3%,-1%,-1%,5%,6,-1,4,2,-3%,1%
Cc1c(Cc2c(C)n(C)n(-c3ccccc3)c2=O)c(=O)n(-c2ccccc2)n1C,-1%,0%,1%,0%,-10,0,4,0,2%,·
COc1cc(C2CC(=O)c3cnc(N4CCN(Cc5ccccc5)CC4)nc3C2)cc(OC)c1OC (stereo not drawn),-5%,0%,5%,-2%,-14,6,-13,3,3%,0%
CC(C)n1c(O)c(N=Nc2ccccn2)c2ccccc21,·,-5%,?,-3%[46.1 µM],-7,10,2,2,5%,-1%
COc1ccc(C2=CC(=O)C[C@H](c3ccc4c(c3)OCO4)C2)cn1,13%,-1%,-14%,-3%,5,4,1,·,·,·
CN(C)C(CNC(=O)c1ccccc1OCc1ccc(Cl)cc1)c1ccco1 (stereo not drawn),2%,3%,-8%,-2%,-7,10,1,·,·,·
Cc1ccc(/C=C/C(=O)OCC(=O)Nc2ccc3[nH]c(=O)[nH]c3c2)o1,0%,4%,-5%,2%,-12,4,-3,·,·,·
COP(=O)(OC)c1nc(-c2ccc(C)cc2)oc1N1CCCCC1,-7%,3%,6%,-4%,-15,-2,4,-3,-1%,1%
Cc1ccc(C)c(Nc2nc3c(S(=O)(=O)c4ccccc4)nnn3c3ccccc23)c1,-1%,-10%,0%,4%[46.1 µM],4,-2,-9,0,-10%,1%
CC(OC(=O)c1ccccc1NCCO)C(=O)NC1CCCCC1C (stereo not drawn),12%,0%,-11%,-9%,-7,4,-4,·,·,·
COc1ccc(-c2cc3nc(C)c(CCC(=O)NCc4ccco4)c(C)n3n2)c(OC)c1,-3%,-2%,?,-9%[46.1 µM],21,-1,8,4,1%,-2%
Cc1nn(C(C)(C)C)c(OC(=O)c2ccc(Br)o2)c1Sc1ccccc1,0%,0%,-7%,4%,16,-14,11,0,8%,-2%
Cc1nonc1NC(=O)OC1CCCCC1,2%,2%,4%,0%,-6,-2,2,4,5%,-4%
COc1ccc(C(=O)c2c[nH]c(C(=O)NCc3cccs3)c2)cc1,4%,5%,-3%,5%,23,25,-7,3,?,-2%
CNC(=O)NNC(=O)c1csc(Cc2c(Cl)sc3ccc(Cl)cc23)n1,0%,0%,-5%,-1%,13,4,5,0,6%,-3%
O=C1c2cccnc2C(=O)N1Cc1ccc(S(=O)(=O)NCc2ccco2)cc1,4%,-12%,-10%,-5%,-5,-7,-6,2,5%,7%
O=C(NNC(=S)NCC1CCCO1)c1cc(Br)ccc1Cl (stereo not drawn),9%,0%,?,-17%,6,1,17,·,-6%,-8%
COc1cc(C(=O)Nc2ccc(C(N)=O)cc2)c([N+](=O)[O-])cc1OC,5%,-3%,?,10%,3,-2,27,5,0%,1%
CCOC(=O)c1sc(NC(=O)c2ccoc2C)c(C(N)=O)c1C,-4%,2%,9%,·,-17,6,0,·,9%,9%
O=C(C1CCCN1S(=O)(=O)c1cccc2cccnc12)N1CCn2c1nc1ccccc12 (stereo not drawn),6%,0%,-1%,5%[46.1 µM],6,7,3,0,15%,-2%
CC1=C(C#N)C(NC(=O)c2ccc(Cl)cc2)(C(F)(F)F)C(=O)N1 (stereo not drawn),0%,-5%,0%,-3%[46.1 µM],33[activator],-13,-11,-1,-1%,·
C/C=C(\C)CN1CCC(n2nccc2NC(=O)c2ccc(OC)cc2)CC1,13%,-4%,-7%,6%,-14,17,26,·,-3%,-3%
CSc1ccccc1NC(=O)CN(C)Cc1cc(=O)n2ccsc2n1,4%,-7%,1%,6%,4,-13,-8,-2,3%,-1%
CC(=O)c1ccc(OCc2cc(C(=O)NCCn3nc(C)cc3C)no2)cc1,-8%,0%,4%,-1%,19,-2,19,·,-25%,-2%
Cc1cc(C)c(NC(=O)COC(=O)Cc2ccsc2)c(C)c1,-1%,3%,0%,-7%,-5,-6,5,1,5%,11%
CC(=O)Nc1nc(C(=O)Nc2c(C)n[nH]c2C)cs1,25%,5%,-2%,-7%,10,-14,43,-4,0%,3%
CCN(CCCNc1ncnc2nc[nH]c12)c1cccc(C)c1,-4%,-1%,?,-2%,-22,34,-20,-3,-3%,-3%
CN(C)C(=O)CSc1nc2ccc(N3C(=O)c4ccccc4C3=O)cc2s1,-3%,-15%,4%,-6%,0,1,-1,2,-26%,1%
Cc1c(N2C(=O)/C(=C/C3CC=CCC3)SC2=S)c(=O)n(-c2ccccc2)n1C (stereo not drawn),3%,-3%,?,1%,-9,1,12,3,-27%,5%
COc1ccc(NC(=O)CN(C)S(=O)(=O)c2ccc3c(c2)OCCO3)c2ncccc12,-5%,-2%,?,-1%,-8,-4,-4,-2,1%,1%
Cc1nn(CCC(=O)O)c(C)c1C,-2%,2%,?,-9%,-3,0,7,0,3%,-1%
COCCNC(=O)c1cccc2c1-c1ccccc1C2=O,-2%,-1%,1%,-3%,4,1,11,3,-2%,-3%
Cn1c(CNC(=O)c2ccco2)nnc1SCC(=O)Nc1ccc(Cl)cc1,2%,-1%,3%,-9%,9,19,1,·,·,·
Cc1cccc(Cl)c1NC(=O)N1CCCN(c2ncccc2[N+](=O)[O-])CC1,4%,5%,-4%,0%,9,10,-3,1,-7%,·
COc1ccc(C(=O)Nc2ccc(S(=O)(=O)N3CCCC3)cc2)c(OC)c1,1%,2%,?,1%,19,8,-12,-1,-3%,-2%
Cc1ccc(N2CCC(N3CCN(C4CCCCC4)C(CCO)C3)CC2)cc1 (stereo not drawn),0%,4%,?,-5%,-12,7,6,-3,1%,0%
CC1=NNC(=O)C1CCC(=O)N/N=C\c1ccccc1[N+](=O)[O-] (stereo not drawn),-13%,3%,-1%,7%,1,-12,15,3,-1%,2%
COC(=O)c1[nH]c2cc(OC)ccc2c1NC(=O)CCN1CCN(c2ccccc2)CC1,-1%,2%,?,-4%,-10,12,7,0,0%,0%
COC(=O)C(F)(F)Sc1c(C)[nH]c2ccccc12,2%,-7%,0%,-2%[46.1 µM],-14,-14,13,-6,-2%,0%
O=c1nc(N/N=C/c2ccccn2)cn[nH]1,10%,-1%,14%,1%,31[activator],i,3,-22,13%,1%
O=C(CCn1nnc2ccccc21)Nc1nnc(COc2ccc(F)cc2)s1,0%,-5%,-2%,1%,5,4,0,2,-1%,7%
